XIAP antagonists: XIAP antagonists, biochemical, IAP family, fluorescence polarization (AID 1018). E3 ubiquitin-protein ligase XIAP (Homo sapiens). XIAP BIR domain, fluorescence polarization peptide displacement; higher % means a stronger effect. one-dose displacement, % at 20 µM; IC50 in µM for titrated hits. 200,000 tested, 0.007% active; in the data active = displacement above about 50%; also: a part of the inactive calls stands beside numbers as strong as those of hits
PhoP inhibition: inhibitors of PhoP regulon expression, primary screen, Salmonella Typhimurium, GFP reporter (AID 1863) | S. Typhimurium PhoP-regulated promoter GFP reporter, 4 h; higher % means a stronger effect | one-dose inhibition, % at 50 µM; IC50 in µM for titrated hits | 300,000 tested, 0.16% active;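 active = inhibition over 29.93%, a cutoff 3 SD above the screen mean, later confirmed by dose response; inconclusive = inhibition over 29.93% but no dose response follow-up; inactive = inhibition at most 29.93% or unconfirmed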;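 also: 0% = low Mg2+ inducing control and 100% = high Mg2+ repressing control; strong numbers were not always called active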
TNAP activation fold: human TNAP enzyme activators, primary screen, biochemical, luminescent, no phosphate acceptor, uHTS (AID 1001). 200,000 tested, 0.03% active. purified TNAP, luminescent activation assay, no phosphate acceptor; higher activation fold means a stronger effect. one-dose activation fold at 20 µM; EC50 in µM for titrated hits; in the data active = activation fold from about 3, or a potency from the dose series; inactive = the rest, 99 in 100 with activation fold below about 1.6; also: many of its hits are not listed in these tables
Myeloid diff 2: induction of myeloid progenitor differentiation, primary screen, cell-based, flow cytometry, MLPCN library; ER-HoxA9 myeloid progenitors, lysozyme-GFP differentiation; calls only at 10 µM; AID 624256, 2012; 360,000 tested, 1% active;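 active = normalized GFP-positive differentiation at or above the plate's own cutoff, the solvent-only control mean plus 3 SD; inconclusive = no clear call, values can overlap the other calls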;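 also: cells exposed to compound for four days before flow analysis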
Siah-1 displacement: Siah-1 peptide-binding antagonists, primary screen, biochemical, fluorescence polarization, rhodamine-plectin, uHTS (AID 1817); E3 ubiquitin-protein ligase SIAH1 (Homo sapiens); displacement, % at 20 µM; hits with a dose series show IC50 in µM; Siah-1 / rhodamine-plectin peptide fluorescence polarization; higher % means a stronger effect; 290,000 tested, 0.02% active;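 active = displacement of at least 50% at 20 µM, with a fluorescence ratio check between 0.3 and a set limit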;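 also: plate controls were Siah plus tracer with DMSO for no effect and tracer alone without Siah for full effect; strong numbers were not always called active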
WT yeast gro inh: growth inhibition of WT strain, primary screen, mitochondrial fusion inhibitor project, WT and mutant strains, chemical genetic | mitochondrial fusion phenotypic screen | 190,000 tested, 2.1% active | inhibition, % at 10 µM; in the data active = inhibition above about 58%; tested in S. cerevisiae
PMI inhibition: human PMI inhibitors, high substrate, primary screen, biochemical, fluorescence intensity, high mannose 6-phosphate (AID 1220); Mannose-6-phosphate isomerase (Homo sapiens); recombinant PMI enzyme, coupled fluorescence intensity; higher % means a stronger effect; one-dose inhibition, % at 20 µM; IC50 in µM for titrated hits; 190,000 tested, 0.66% active
RSV antiviral HEp-2: RSV antiviral activity via CPE protection, HEp-2 cells, primary 10 µM value included (AID 2391) | HEp-2 cells, RSV-induced CPE inhibition; higher % means a stronger effect | CPE inhibition, % at 10 µM, or IC50 in µM where a hit was titrated | 310,000 tested, 0.13% active; in the data active = a potency from the dose series; inconclusive = CPE inhibition mostly from about 23% at the one dose, without a potency; inactive = the rest, 99 in 100 with CPE inhibition below about 21%; also: strong numbers were not always called active
human PMI inhibition: inhibitors of human PMI, primary screen, biochemical, fluorescence intensity, coupled assay (AID 1209); 190,000 tested, 0.42% active; one-dose inhibition, % at 20 µM; IC50 in µM for titrated hits; purified PMI enzyme, coupled fluorescence intensity; higher % means a stronger effect;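 also: plate controls were DMSO vehicle for no effect and wells lacking substrate for full effect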
WT yeast gro inh mutant strain: second read-out of WT yeast gro inh, no call of its own (marks repeat the call); inhibition, %; mitochondrial fusion phenotypic screen, mutant strain inhibition
Myeloid diff 2 GFP+ MAC1+ %: recorded beside Myeloid diff 2, whose call it bears; GFP+ MAC1+ double positive, %; measured here: differentiation confirmed by MAC1 staining
The depositor's hits bear a star; i = inactive; ? = inconclusive; · = no result given. Rule as the data show it, unless noted: active = inhibition above about 50%; inactive = the rest. An unsorted share of the library; about 3.1% have a hit in one of these screens.

Every second line gives: XIAP antagonists, PhoP inhibition, TNAP activation fold, Myeloid diff 2, Myeloid diff 2 GFP+ MAC1+ %, Siah-1 displacement, WT yeast gro inh, WT yeast gro inh mutant strain, PMI inhibition, RSV antiviral HEp-2, human PMI inhibition
- CCOC(=O)Cn1nc(C)c(NC(=O)COc2ccc(F)cc2F)c1C
→ -0.3%, -1%, 1.1, i, 0.5, 6%, -12, -1, -1%, 2.3%, -6%
- CCC(C)NC(=O)CSc1nnc(-c2ccc(OC)c(OC)c2)c(-c2ccc(OC)c(OC)c2)n1 (stereo unspecified)
→ ·, -5%, ·, i, 1.0, -4%, ·, ·, ·, 2.6%, ·
- CCOCCCNS(=O)(=O)c1ccc2c(c1)oc(=O)n2CC(=O)OCC
→ -2.1%, 7%, 1.1, i, 0.4, -5%, 28, -3, 6%, 2.0%, 3%
- S=C(NCc1cccs1)Nc1cccc(Cl)c1
→ -3.6%, 6%, 1.1, i, 1.0, 6%, 8, 3, 6%, 4.9%, 7%
- COc1ccccc1/C=C1\SC(=S)N(CCC(=O)N2CCCCC2CCO)C1=O (stereo unspecified)
→ ·, -9%, ·, ?, ·, 0%, ·, ·, ·, 4.0%, ·
- Cc1ccc(-n2c(SC3CCOC3=O)nc3ccccc3c2=O)cc1 (stereo unspecified)
→ -4.5%, 3%, 1, ·, ·, 5%, 15, 2, 4%, 1.1%, 2%
- CCOC(=O)c1[nH]c(CO)c(C(=O)OCC)c1C
→ ·, -2%, ·, i, 0.4, 4%, ·, ·, ·, 2.0%, ·
- Nc1nc2ccc(S(=O)(=O)N3CCCCC3)cc2s1
→ -4.7%, 8%, 0.9, i, 2.5, -1%, 70*, 60*, -4%, 3.4%, 12%
- CCOc1ccc(N2C(=O)CC(NC3CCN(C(=O)c4ccc(F)cc4)CC3)C2=O)cc1 (stereo unspecified)
→ ·, 1%, ·, i, 1.3, -5%, ·, ·, ·, -0.1%, ·
- O=[N+]([O-])/C(C(=C(Cl)Cl)N1CCN(Cc2ccccc2)CC1)=C1\NCCN1Cc1ccc(Cl)nc1
→ -7.7%, 0%, 1.1, i, 0.1, 14%, -5, -17, -4%, -1.7%, -6%
- Cc1cc(C(=O)Nc2nnc(C(F)(F)F)s2)no1
→ -0.8%, 0%, 1.1, i, 0.5, 5%, 1, 6, -1%, 1.1%, 0%
- Cc1cc(C)n(-c2ccc(C(=O)Nc3ccc4c(c3)OCCO4)cc2)n1
→ -5.3%, -11%, 1.1, i, 0.8, 3%, 14, 15, 6%, 4.8%, 8%
- CC1=NN(c2ccccc2)C(=O)/C1=C\N1CC(C)OC(C)C1 (stereo unspecified)
→ -0.5%, -8%, 1.1, i, 3.0, -1%, 4, 5, 5%, 1.9%, 3%
- COc1ccc(C(=O)N2CCN=C2c2ccccc2)cc1OC
→ -0.3%, 6%, 1.1, i, 1.5, 2%, -2, 3, 1%, 0.4%, -12%
- CCOc1ccc(S(=O)(=O)N(CC(=O)N/N=C/c2cccs2)c2ccc(C)cc2)cc1
→ -3.9%, 1%, 1, i, 1.4, 6%, 13, -25, 18%, -0.4%, 16%
- CCN(CC)C(=O)CSc1nc(C)cc(C)c1C#N
→ -5.5%, -7%, 1.1, i, 0.1, 1%, 2, 10, -34%, -0.8%, -32%
- Cc1ccc(SCC(=O)Nc2ccc(-c3nc4ccccc4[nH]3)cc2)cc1
→ -4.1%, -8%, 1.1, i, 0.3, -3%, 16, 22, 0%, 0.0%, -6%
- CC(C)N(Cc1ccccc1)C(=O)C1CCN(c2ncnc3c2nc2n3CCCCC2)CC1
→ ·, -5%, ·, i, 3.4, -2%, ·, ·, ·, 11%, ·
- N#C/C(C(=O)c1ccccc1)=C1/CCCCCN1
→ 1.4%, 3%, 1.1, i, 0.6, -4%, 0, -11, 1%, 2.6%, -3%
- CN(C)CCNC(=O)C(c1ccccc1)c1ccccc1
→ ·, -11%, ·, i, 0.5, 7%, ·, ·, ·, 1.8%, ·
- COc1cccc(OC)c1/C=C/C(=O)NC1CCCCC1
→ ·, -7%, ·, i, 0.5, 4%, ·, ·, ·, 2.7%, ·
- NS(=O)(=O)c1ccc(NC(=O)c2cc(Cl)ccc2Cl)cc1
→ -0.6%, -11%, 1, i, 0.3, -4%, -14, 2, -2%, -0.2%, -1%
- Cc1nn(-c2ccccc2)c(C)c1C(=O)NCc1ccc(S(N)(=O)=O)cc1
→ ·, -5%, ·, i, 1.3, -1%, ·, ·, ·, 1.1%, ·
- COc1ccc(N(C(=O)c2cccc(OC)c2OC)C2C=CS(=O)(=O)C2)c(OC)c1 (stereo unspecified)
→ -3.9%, -9%, 1, i, 0.8, 1%, -2, -1, -6%, 4.9%, 2%
- CCc1nnc(NC(=O)CSc2nc3c(cc2C#N)CCCC3)s1
→ -2.8%, 8%, 1.1, i, 0.4, 0%, -10, -12, 3%, 1.2%, 3%
- COc1ccc(-n2c(Cn3nnc4ccccc43)nnc2SCC(=O)O)cc1
→ -5.8%, 11%, 1.1, i, 0.9, 1%, -6, -8, 14%, -0.1%, 1%
- CCCc1nc(S(=O)(=O)Cc2ccc(Cl)cc2Cl)n[nH]1
→ -0.6%, -2%, 0.8, i, 6.8, 0%, -8, -7, -5%, 1.2%, -7%
- CCOc1cc(NC(=S)NCCCN2CCOCC2)c(OCC)cc1NC(=O)c1cccc(C)c1
→ -3.8%, -6%, 1, i, 0.9, -2%, 16, 3, ·, 1.2%, ·
- O=C(NCc1cccs1)[C@@H]1CSC2c3ccccc3C(=O)N21 (stereo partly specified)
→ -2.1%, 35%, 1.1, i, 2.5, -1%, -4, -12, 10%, 0.7%, -2%
- Cc1cc(C(=O)NCc2ccco2)c2cc(F)ccc2n1
→ -3.7%, -4%, 1, i, 0.7, -2%, -24, -16, 3%, 1.1%, 2%
- COc1ccc(CC(=O)NNC(=O)CSc2ccc(C)cc2)cc1
→ -1.3%, -9%, 2.4, i, 0.8, 0%, 5, 0, 16%, 0.1%, 11%
- Cc1sc2ncnc(N3CCCCC3C)c2c1C (stereo unspecified)
→ -6.9%, 4%, 1, i, 0.6, 0%, -2, 6, 2%, 2.8%, -3%
- CCOC(=O)N1CCN(C(=O)c2cnn(-c3ccccc3)c2NC(=O)c2ccccc2F)CC1
→ -7.5%, -6%, 1, i, 2.2, -6%, 7, 8, -13%, 0.3%, 5%
- CSc1ccc(CN2CCN(CC=C(C)C)C(CCO)C2)cc1 (stereo unspecified)
→ -11%, 6%, 1.1, i, 0.9, 2%, 8, 10, 1%, -2.2%, 2%
- O=C(O)CC(=O)Nc1ccccc1C(=O)O
→ 0.3%, -9%, 1.2, i, 1.0, 2%, -2, 0, -9%, 1.8%, 0%
- CC(C)C(OC(=O)c1cccs1)C(=O)NCCc1ccccc1 (stereo unspecified)
→ ·, -5%, ·, i, 0.4, -3%, ·, ·, ·, 2.6%, ·
- CSc1ccccc1NC(=O)c1cccs1
→ -5.0%, 11%, 1.1, i, 1.2, 1%, -19, 1, 8%, 1.0%, 6%
- Cc1ccc(C(C(=O)NCc2ccccc2)N(C(=O)c2csnn2)c2cccc3ccccc23)o1 (stereo unspecified)
→ -9.2%, 4%, 1.1, i, 1.0, -1%, 1, 4, 30%, 2.7%, 32%
- O=C(C1CCN(S(=O)(=O)c2ccccc2)CC1)N1CCCCCC1
→ ·, -5%, ·, i, 1.1, 0%, ·, ·, ·, 1.4%, ·
- Cc1c(C(=O)NCCSCc2ccco2)cccc1[N+](=O)[O-]
→ -0.5%, -15%, 1.1, i, 0.7, 5%, -23, -4, 2%, 1.2%, -7%
- C/C(=N\OCC(=O)Nc1c(C)cc(C)cc1C)c1ccc2c(c1)OCCO2
→ -2.0%, -4%, 1.1, i, 0.6, 2%, 15, -6, 5%, 0.5%, 7%
- CN(CC(=O)NC(c1ccccc1)c1ccccc1)Cc1nc2ccccc2c(=O)[nH]1
→ 0.3%, -7%, 1.6, i, 0.7, -1%, 3, 11, -3%, -1.4%, -2%
- CCOC(=O)C1C(=O)CC(C)(O)C(C(=O)OCC)C1c1ccccc1OC (stereo unspecified)
→ 0.2%, 6%, 1.1, i, 2.1, 2%, 4, 12, 2%, 0.1%, 6%
- CC(NC(=O)COC(=O)/C=C/c1cccc(C(F)(F)F)c1)c1ccccc1 (stereo unspecified)
→ -1.6%, 2%, 1.1, i, 0.1, 4%, -1, -17, -6%, 1.0%, -5%
- COc1ccc(C2c3[nH]c4ccccc4c3CCN2C(=O)c2cn3ccccc3n2)c(F)c1 (stereo unspecified)
→ -6.0%, 4%, 1.1, i, 0.6, -8%, 36, -2, 15%, ?, 17%
- COc1ccc(Br)cc1CN(C)C(=O)c1ccncc1
→ ·, -3%, ·, i, 0.6, -2%, ·, ·, ·, 0.5%, ·
- CNC(=O)COC(=O)c1ccccc1Nc1ccccc1
→ -7.1%, -14%, 1.1, i, 0.6, 9%, -8, 12, -3%, -0.2%, -4%
- O=C(NCc1ccccn1)c1ccc(NS(=O)(=O)c2cccc(Cl)c2)cc1
→ ·, 4%, ·, i, 0.9, -3%, ·, ·, ·, 0.8%, ·
- O=C(Nc1cccc(S(=O)(=O)NC2=NCCC2)c1)c1cc(-c2ccccn2)nc2ccccc12
→ ·, -2%, ·, i, 0.8, -1%, ·, ·, ·, 1.9%, ·
- Cc1cccc(NC(=O)CSc2nnc(CNC(=O)c3ccco3)o2)c1
→ ·, -7%, ·, i, 0.5, 1%, ·, ·, ·, 3.5%, ·
- CON(C)c1nc(OCC#N)nc(N(C)C)n1
→ -4.3%, -9%, 0.9, i, 0.5, 2%, 4, 24, -3%, 1.3%, -4%
- CCOc1ccccc1N(CC(=O)N1CCC(C(N)=O)CC1)S(=O)(=O)c1ccc(SC)cc1
→ ·, 0%, ·, i, 0.9, -1%, ·, ·, ·, 1.6%, ·
- COc1ccc(OCc2cc(C(=O)NCCCc3ccccc3)no2)c(Cl)c1
→ ·, 0%, ·, i, 0.2, 1%, ·, ·, ·, ?, ·
- COC(=O)CN1C(=O)N/C(=C/c2ccc(OC)cc2)C1=O
→ -1.8%, 0%, 1.1, i, 0.4, -2%, -3, 2, -15%, 2.3%, -20%

Assay outcomes deposited in PubChem BioAssay by several laboratories.
